# FH mod: Identification of activators of human fumarate hydratase by quantitative high-throughput screening; FH coupled MDH/diaphorase resazurin fluorescence, 15 min; Potency, µM (top dose mostly 79.9 µM), for inactives: at the top dose activity change, negative = inhibition, usual class: inhibitors; hit rate 0.22% among 54,000; AID 1347055, 2019; active = well fitted inhibition curve with a large enough effect; also: the screen sought activators but most active calls are inhibition curves; nearly all actives have a fitted effect of over 45% in size
# Starred values were filed as active, the others as inactive; & = joins results of further samples; [ ] = dose if it differs, or a comment. % is scaled to controls: 0 for no effect and ±100 for the full control effect; potency is read from the fitted curve at half-maximal effect.
SMILES,FH mod
CC[C@@H]1C(=O)OC[C@@H]1Cc1cncn1C,-6%&-7%[53.3 µM]

# Compound activity from PubChem.

# Only part of the results is shown, so the mix of outcomes need not match the whole.
